ABCB1 block: inhibitors of human ABCB1 transporter, ABCG2 counter-screen. 0.067% of 190,000 active. inhibition, % at 6.6 µM. CCRF-Adr cells, JC-1 efflux, flow cytometry. P08183; in the data active = inhibition above about 40%;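 also: 0% = vehicle and 100% = reference inhibitor; higher value means more JC-1 retained so stronger ABCB1 efflux block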
Bim-Bcl-B: disrupts Bim peptide binding to human Bcl-B; Q9HD36; bead-based flow cytometry; inhibition, % at 10 µM; 0.073% of 190,000 active; AID 951;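 also: 0% = tracer peptide without compound and 100% = reference inhibitor peptide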
Bcl-XL Bim block: human Bim-Bcl-XL interaction inhibition; Q07817; Bim peptide-Bcl-XL binding, bead flow cytometry, fluorescence; inhibition, % at 10 µM; 0.04% of 190,000 active; AID 1007
ABCG2 inh: inhibitors of human ABCG2 transporter, ABCB1 counter-screen | inhibition, % at 6.6 µM | IgMXP3 cells, JC-1 efflux, flow cytometry | 0.1% of 190,000 active | AID 1325;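 active = inhibition above 80%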;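 also: 0% = DMSO and 100% = nicardipine control wells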
Target sequence (Q9UNQ0 whole entry, looked up): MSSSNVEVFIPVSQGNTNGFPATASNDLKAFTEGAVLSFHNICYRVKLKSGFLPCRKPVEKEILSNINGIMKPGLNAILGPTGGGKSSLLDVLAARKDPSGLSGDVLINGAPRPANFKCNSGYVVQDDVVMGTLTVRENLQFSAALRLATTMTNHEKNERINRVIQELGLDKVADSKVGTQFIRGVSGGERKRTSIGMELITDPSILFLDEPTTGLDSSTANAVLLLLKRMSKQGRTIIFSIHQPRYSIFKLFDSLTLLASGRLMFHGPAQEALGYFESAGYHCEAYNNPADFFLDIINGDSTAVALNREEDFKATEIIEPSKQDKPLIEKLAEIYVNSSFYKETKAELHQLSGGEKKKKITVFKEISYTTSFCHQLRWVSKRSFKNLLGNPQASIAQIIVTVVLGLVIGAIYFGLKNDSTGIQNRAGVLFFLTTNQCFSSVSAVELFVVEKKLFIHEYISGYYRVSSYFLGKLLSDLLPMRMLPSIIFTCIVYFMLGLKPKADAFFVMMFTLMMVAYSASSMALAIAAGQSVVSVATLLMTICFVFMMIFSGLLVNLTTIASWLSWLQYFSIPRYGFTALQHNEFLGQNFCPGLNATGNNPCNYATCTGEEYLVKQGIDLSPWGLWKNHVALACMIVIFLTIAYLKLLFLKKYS
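Times: 10 min at 25 °C | Test system: Two drug-resistant human cell lines, ABCG2 and ABCB1 | Quantity: 3 million cells/mL final, two lines in 1:1 ratio | Signal: Flow cytometry, 530 nm JC-1 signal | Dosing: Compound at 6.6 µM | Controls: Nicardipine and DMSO wells | Reagent: JC-1 as fluorescent efflux pump substrate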
Bfl-1 Bim block: human Bim-Bfl-1 interaction inhibition; 0.12% of 190,000 active; Bead-based flow cytometry, Bim-Bfl-1 binding inhibition; inhibition, % at 10 µM; Q16548;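 also: 0% = wells without compound plus tracer and 100% = blocker peptide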
Bim-Bcl-2: disrupts Bim peptide binding to human Bcl-2; P10415; Bead-based flow cytometry, Bim peptide-Bcl-2 binding; inhibition, % at 10 µM; 0.06% of 190,000 active; in the data active = inhibition above about 40%;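 also: 0% = no compound wells with probe peptide and 100% = reference peptide inhibitor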
Bcl-W Bim block: inhibitors of Bim-Bcl-W interaction, human. inhibition, % at 10 µM. bead-based flow cytometry, Bim peptide-Bcl-W binding. 0.02% of 190,000 active;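 also: 0% = bound tracer without compound and 100% = peptide blocker; higher means less fluorescent Bim peptide bound to Bcl-W beads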
RGS8-Gao: regulators of human RGS8-Galphao interaction; P09471; multiplexed bead flow cytometry, RGS8-Galphao binding; actives lie on both sides; response (percent of control binding), % at 10 µM; 0.34% of 220,000 active; in the data active = response below about 60% or above about 140%; inactive = in between;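 also: Galphao activated as the GDP aluminium fluoride complex binding bead-coupled RGS8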
RGS7-Gao reg: human RGS7-Galphao interaction regulation. Multiplexed bead flow cytometry, RGS7-Galphao binding; actives lie on both sides. binding response (% of control), % at 10 µM. 0.35% of 220,000 active. AID 1439; in the data active = binding response below about 49% or above about 150%;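 also: fluorescent Galphao held in activated GDP-AlF4 state binding bead-coupled RGS7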
RGS4-Gao reg: modulates binding of RGS4 to human Galphao | P09471 | Multiplexed bead flow cytometry; actives lie on both sides | binding response (% of control), % at 10 µM | 0.33% of 220,000 active | AID 1415; in the data active = binding response below about 49% or above about 150%; inactive = in between;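 also: fluorescent Galphao activated with aluminum fluoride binding bead-coupled RGS4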
Bim-Mcl-1: inhibitors of Bim-Mcl-1 interaction, human; 0.1% of 190,000 active; inhibition, % at 10 µM; AID 1009; Bead-based flow cytometry, Bim peptide-Mcl-1 binding; Q07820;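 also: 0% = no compound tracer wells and 100% = peptide blocker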
Target sequence (Q07820 whole entry, looked up): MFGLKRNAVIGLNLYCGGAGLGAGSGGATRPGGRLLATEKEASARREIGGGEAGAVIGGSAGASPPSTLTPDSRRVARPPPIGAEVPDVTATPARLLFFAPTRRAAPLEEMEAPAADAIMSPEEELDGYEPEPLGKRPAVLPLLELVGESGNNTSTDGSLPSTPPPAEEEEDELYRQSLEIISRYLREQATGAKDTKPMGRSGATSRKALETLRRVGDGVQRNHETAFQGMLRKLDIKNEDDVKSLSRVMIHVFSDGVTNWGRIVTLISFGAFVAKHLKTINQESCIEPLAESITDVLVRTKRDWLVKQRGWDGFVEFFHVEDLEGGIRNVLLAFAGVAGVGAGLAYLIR
Starred values were filed as active, the others as inactive. Rule as the data show it, unless noted: active = inhibition above about 40%.

SMILES | ABCB1 block | Bim-Bcl-B | Bcl-XL Bim block | ABCG2 inh | Bfl-1 Bim block | Bim-Bcl-2 | Bcl-W Bim block | RGS8-Gao | RGS7-Gao reg | RGS4-Gao reg | Bim-Mcl-1
C/C=C/C(=O)OCC(=O)Nc1ccc(C)c(S(=O)(=O)N(C)C)c1 | -0.1 | -8 | -3 | 0 | -2 | -4 | -3 | 98 | 103 | 99 | -8
Cc1cc(C)n(-c2ccc(C(=O)Nc3cc(S(=O)(=O)N(C)C)ccc3Cl)cc2)n1 | 0.1 | -6 | -5 | 0 | -3 | -5 | -5 | 107 | 98 | 101 | -4
COc1ccc(NC(=O)c2cc(-c3cccc(OC)c3)on2)cc1 | -0.2 | -5 | 0 | 2 | -8 | -7 | 0 | 102 | 103 | 106 | -2
Cc1ccsc1C1C(C#N)=C(N)N(N(C)C)C2=C1C(=O)CCC2 (stereo not drawn) | 0.5 | 1 | 0 | 1 | 2 | 1 | 4 | 102 | 99 | 100 | 2
O=C(NC1CCCCC1)C(Cc1ccccc1)NS(=O)(=O)c1cccs1 (stereo not drawn) | -0.3 | -1 | 0 | -2 | 0 | 4 | 6 | 102 | 98 | 97 | 16
CSCCC(=O)Nc1cc(S(=O)(=O)N2CCOCC2)ccc1N1CCN(C)CC1 | -0.2 | -6 | -4 | 2 | -13 | -6 | -3 | 105 | 102 | 102 | 0
CC(C)c1ccc(OCC(=O)NCc2ccco2)cc1 | 0.3 | -5 | -3 | 1 | -12 | -9 | 2 | 103 | 105 | 106 | 0
O=C(Nc1cccc(C(F)(F)F)c1)N1CCC(c2nc(-c3ccc(F)cc3)no2)CC1 | 0.6 | 1 | 0 | 6 | -3 | -7 | 0 | 98 | 94 | 94 | 1
CC1CCN(CCn2c(=S)[nH]c3cc4c(cc3c2=O)OCO4)CC1 | -0.1 | -16 | -7 | 0 | -1 | -3 | -4 | 102 | 104 | 102 | -4
N#Cc1ccc(NC(=O)Nc2ccc(Cl)cc2)cc1 | -0.1 | 0 | -1 | 0 | 2 | -2 | 1 | 102 | 102 | 100 | 0
Cc1ccc(N(CC(=O)Nc2cc(Cl)ccc2Oc2ccccc2)S(C)(=O)=O)cc1C | 1.3 | -9 | -6 | 4 | -12 | -12 | 0 | 102 | 101 | 102 | -2
O=C(c1cccc(N2C(=O)C3CC=CCC3C2=O)c1)N1CCCc2ccccc21 (stereo not drawn) | 0.8 | -7 | -5 | 2 | -5 | -3 | -3 | 104 | 102 | 104 | 4

Reprinted from the part before: five entries, followed by the next part.
SMILES | ABCB1 block | Bim-Bcl-B | Bcl-XL Bim block | ABCG2 inh | Bfl-1 Bim block | Bim-Bcl-2 | Bcl-W Bim block | RGS8-Gao | RGS7-Gao reg | RGS4-Gao reg | Bim-Mcl-1
O=C(Nc1cccc(C(F)(F)F)c1)N1CCC(c2nc(-c3ccc(F)cc3)no2)CC1 | 0.6 | 1 | 0 | 6 | -3 | -7 | 0 | 98 | 94 | 94 | 1
CC1CCN(CCn2c(=S)[nH]c3cc4c(cc3c2=O)OCO4)CC1 | -0.1 | -16 | -7 | 0 | -1 | -3 | -4 | 102 | 104 | 102 | -4
N#Cc1ccc(NC(=O)Nc2ccc(Cl)cc2)cc1 | -0.1 | 0 | -1 | 0 | 2 | -2 | 1 | 102 | 102 | 100 | 0
Cc1ccc(N(CC(=O)Nc2cc(Cl)ccc2Oc2ccccc2)S(C)(=O)=O)cc1C | 1.3 | -9 | -6 | 4 | -12 | -12 | 0 | 102 | 101 | 102 | -2
O=C(c1cccc(N2C(=O)C3CC=CCC3C2=O)c1)N1CCCc2ccccc21 (stereo not drawn) | 0.8 | -7 | -5 | 2 | -5 | -3 | -3 | 104 | 102 | 104 | 4
Cc1cccc(CN2CCN(c3nc4nonc4nc3NC3CC3)CC2)c1 | -0.1 | -4 | -6 | 4 | -5 | -3 | -1 | 99 | 106 | 98 | 1
COc1ccc(CC(=O)NCc2ccco2)cc1OC | -0.1 | -2 | -6 | 0 | -9 | -6 | 1 | 102 | 104 | 103 | 4
CC(C)C1NC(=S)N(C2CCCCC2)C1=O (stereo not drawn) | 2.9 | -6 | -7 | 25 | 0 | -1 | -2 | 103 | 100 | 104 | -2
CCC(=O)c1ccccc1OCCCN1C(=O)NC(C)(C)C1=O | 0.6 | -5 | 2 | 3 | -15 | -11 | 1 | 99 | 100 | 101 | -3
CC(C)=CC(=O)OCC(=O)Nc1nc(C)c(Cl)cc1Cl | 0.7 | -7 | 2 | 3 | -12 | -6 | 0 | 102 | 101 | 101 | -6
CC(C(=O)NCc1ccccn1)N1C(=O)c2ccccc2C1=O (stereo not drawn) | -0.1 | 3 | 8 | 5 | 3 | 0 | 4 | 100 | 99 | 102 | 1
C=CCn1c(NC(=O)c2ccccc2Cl)c(C#N)c2nc3ccccc3nc21 | 0.1 | -4 | 1 | 3 | 3 | 1 | 4 | 103 | 99 | 102 | 0
Cn1c(SCc2cnc(-c3ccccc3)s2)nnc1C1COc2ccccc2O1 (stereo not drawn) | 0.0 | -7 | 0 | 23 | -6 | -5 | 2 | 103 | 103 | 102 | -3
COc1ccc(/C(O)=C/Sc2nnc(Cc3ccccc3)o2)cc1 | 0.3 | -3 | -3 | 2 | -7 | -6 | 6 | 102 | 100 | 100 | 0
CCOc1ccc(S(=O)(=O)n2c(C)nc3ccccc32)cc1 | -3.1 | -6 | -4 | -4 | -9 | -12 | 0 | 98 | 98 | 100 | 0
CC1=C(C(=O)OCc2ccccc2)C(c2ccc3ccccc3c2)NC(=O)N1CCCCCC(=O)O (stereo not drawn) | 1.0 | -2 | -2 | 7 | 1 | -1 | 0 | 102 | 101 | 102 | -2
O=C(NCCCN1CCN(Cc2ccccc2)CC1)C1CCN(c2nnc(-n3cccc3)s2)CC1 | 1.2 | 16 | -1 | 4 | -1 | 0 | -2 | 135 | 121 | 126 | -1
COc1cc(/C=N/NS(=O)(=O)c2ccc(C)cc2)ccc1OCc1ccc(C(=O)O)cc1 | -0.3 | -1 | 0 | 1 | -4 | -4 | -3 | 100 | 97 | 105 | -8
CCn1nc(C(=O)NCc2ccco2)c(Cl)c1Cl | 0.1 | -1 | -5 | 5 | -2 | -2 | -2 | 104 | 98 | 98 | 4
Cc1ccc(-c2nnc(SCC(=O)N3CCOCC3)nc2-c2ccc(C)cc2)cc1 | 1.7 | 2 | 2 | 4 | 0 | -1 | 3 | 98 | 97 | 99 | 0
COC(=O)c1ccccc1NC(=O)c1ccccc1NS(C)(=O)=O | 0.7 | -9 | -4 | 30 | -15 | -10 | 0 | 100 | 102 | 105 | -2
COc1ccc(C(=O)NC2CCN(C(=S)Nc3ccc(C)c(C)c3)CC2)cc1 | -0.1 | -11 | -4 | 5 | -1 | -2 | -3 | 100 | 94 | 97 | -8
CCN(CC(O)COc1ccc(OCC(O)CN(CC)C2CCCCC2)cc1)C1CCCCC1 (stereo not drawn) | 0.2 | -2 | -6 | 0 | 0 | 0 | -3 | 103 | 99 | 98 | -2
CCOC(=O)C1C(=O)OC2(CCCCC2)C1C(=O)OCC (stereo not drawn) | 0.5 | -9 | -5 | 1 | -13 | -12 | -3 | 99 | 96 | 99 | 1
CCCOc1ccc(C(=O)OCC(=O)c2c(N)n(C)c(=O)n(C)c2=O)cc1OC | 0.5 | 3 | -2 | 3 | -4 | -2 | 0 | 105 | 104 | 104 | 0
COc1cccc(C2NC(=O)NC(C)=C2C(=O)Nc2ccc(C)cc2)c1 (stereo not drawn) | -0.3 | -6 | -1 | 0 | -11 | -9 | 1 | 102 | 98 | 101 | 0
Cc1ccc(NC(=O)Cn2cccc2)cc1C | 0.4 | 0 | 2 | 2 | 0 | -1 | 0 | 98 | 99 | 96 | 0
Cc1cc(N2CCN(C)CC2)nc2ccc(NC(=O)c3ccc(Br)o3)cc12 | 4.3 | -6 | -4 | 13 | -9 | -7 | 0 | 100 | 104 | 103 | 0
Cc1ccc(C(=O)N/C(=C\c2ccc(-c3ccc(Br)cc3)o2)C(=O)NC2CCS(=O)(=O)C2)cc1 (stereo not drawn) | 0.5 | -7 | -3 | 5 | -11 | -10 | -5 | 101 | 103 | 102 | -2
CCOc1ccc(NC(=O)C(=O)NCCCn2ccnc2)cc1 | 0.2 | -10 | -4 | 0 | -8 | -8 | -2 | 102 | 98 | 100 | -5
Cc1ccc(-n2c(C)cc(C3=NNC(=NC4CC4)SC3)c2C)cc1C | 0.0 | -11 | -7 | 0 | -5 | -11 | -6 | 105 | 103 | 104 | -4
CC(=O)n1cc([C@@H]2C=C(C(=O)N3CCN(Cc4ccc5c(c4)OCO5)CC3)O[C@H](OCc3ccc(CO)cc3)C2)c2ccccc21 | 11 | -6 | 0 | 10 | -5 | -4 | 0 | 102 | 100 | 100 | -3
CC(Sc1nc2ccccc2s1)C(=O)NC1CCCc2ccccc21 (stereo not drawn) | 0.8 | -6 | -3 | 6 | 1 | -3 | -5 | 101 | 102 | 104 | -2
CC(=O)c1sc2nc(-c3ccc(C)cc3)c3c(c2c1N)CCCC3 | 0.0 | -19 | -1 | 0 | 4 | 5 | 0 | 104 | 105 | 102 | -2
C=CCNC(=O)C1(c2ccccc2)CC1(Cl)Cl (stereo not drawn) | 0.7 | -6 | -2 | 2 | -3 | 0 | 0 | 101 | 102 | 102 | -3
COc1ccc(S(=O)(=O)Nc2nnc(CC(C)(C)C)s2)cc1 | -0.1 | -14 | -5 | 0 | 6 | -1 | 3 | 104 | 105 | 100 | -1
CC(C)CCNC(=O)CCCC1=NS(=O)(=O)c2ccccc2N1 | 0.7 | -3 | -3 | 4 | 0 | 1 | -3 | 103 | 101 | 100 | -3
COCCCN(C(=S)NC(=O)c1ccc(Br)cc1)c1c(N)n(Cc2ccccc2)c(=O)[nH]c1=O | 0.3 | -18 | -11 | 2 | -3 | -5 | -4 | 100 | 101 | 100 | -3
CCc1cc(=O)oc2cc3occ(C)c3cc12 | 0.3 | -6 | -6 | 4 | -3 | -4 | -3 | 103 | 97 | 102 | -5
C=CCSc1nc(-c2ccc3c(c2)OCO3)cc(C(F)(F)F)c1C#N | 0.4 | -14 | 9 | 5 | -1 | 4 | 1 | 94 | 99 | 86 | 7
O=C(Nc1ccc(NC(=O)c2ccco2)nc1)c1ccccn1 | 0.1 | -4 | -2 | 1 | 0 | 0 | -2 | 100 | 98 | 100 | -2
O=C(COC(=O)Cc1ccc(Br)cc1)NCc1ccc(F)cc1 | 0.0 | 3 | 1 | 5 | 3 | -1 | 0 | 97 | 94 | 95 | -2
